POLB inh = qHTS Assay for Inhibitors of DNA Polymerase Beta | P06746 | Pol beta primer extension/strand displacement, fluorescence kinetic | Potency, µM (highest dose often 114 µM), for inactives: top-dose activity change, negative = inhibition, most hits filed as inhibitors | 340,000 compounds, 1.3% hits | AID 485314, 2010; further: potency means the concentration at half of the fitted maximal effect; on the % scale 0 is the no-effect control and ±100 the full control effect
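Pol beta (10 nM) and compounds were preincubated 15 min at room temperature, then 50 nM substrate (final) started primer extension/strand displacement. Reads were taken at 0 and 10 min; concentration-response data were fitted to a four-parameter Hill equation.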
Anesthetic bind = qHTS Assay for Identification of Novel General Anesthetics; Ferritin light chain (Equus caballus), P02791; Potency, µM (top dose mostly 77.5 µM), for the others: at the top dose activity change, negative = displacement, hits mostly inhibitors; 350,000 compounds, 0.074% hits; apoferritin/1-aminoanthracene competitive binding, fluorescence; further: potency means the concentration at half of the fitted maximal effect; on the % scale 0 is the no-effect control and ±100 the full control effect; nearly all actives have a fitted effect of over 20% in size
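Concentration-response curves derived by four-parameter Hill fitting of normalized fluorescence, where compounds displaced 1-AMA from 10 uM horse apoferritin following a brief 10 min room-temperature incubation; propofol titration acted as positive control.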
POLH inh = qHTS for Inhibitors of Polymerase Eta. DNA polymerase eta (Homo sapiens), Q9Y253. recombinant Pol eta, fluorescent DNA replication assay. Potency, µM (titrated, usually from 114 µM), for the others: top-dose activity change, negative = inhibition, hits mostly inhibitors. 390,000 compounds, 1.2% hits. AID 588591, 2011; further: potency means the concentration at half of the fitted maximal effect; on the % scale 0 is the no-effect control and ±100 the full control effect
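Pol eta (10 nM) was preincubated with compounds for 15 min at room temperature, after which fluorescent replication substrate (50 nM final) was added to start the reaction. Fluorescence was read kinetically at 0 and 10 min.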
RGS4 inhibitor = Inhibitors of Regulator of G Protein Signaling (RGS) 4: qHTS | Transcreener GDP fluorescence polarization, RGS4-accelerated GTP hydrolysis | Regulator of G-protein signaling 4 (Homo sapiens), P49798 | Potency, µM (doses to about 114 µM), for inactives: at the top dose activity change, negative = inhibition, actives largely listed as inhibitors | 390,000 compounds, 0.039% hits; further: potency means the concentration at half of the fitted maximal effect; on the % scale 0 is the no-effect control and ±100 the full control effect; nearly all actives have a fitted effect of over 75% in size; some results filed as inactive show a strong effect at the top dose
Target sequence (P49798 whole entry, looked up): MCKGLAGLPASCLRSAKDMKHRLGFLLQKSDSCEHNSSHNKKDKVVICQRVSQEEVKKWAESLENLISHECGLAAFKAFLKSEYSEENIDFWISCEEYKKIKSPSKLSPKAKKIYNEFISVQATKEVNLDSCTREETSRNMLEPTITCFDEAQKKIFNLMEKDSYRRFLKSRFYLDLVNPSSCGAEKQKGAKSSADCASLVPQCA
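MLSMR compounds (23 nl, pin-transferred) preincubated 10 min at room temperature with a 500nM (2x) first reagent, then RGS4 at 900nM (2x) plus Transcreener GDP mix added; fluorescence polarization (620/688 nm) read before and after 90 min at 30 °C.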
LDHA block = qHTS assay for inhibitors of human lactate dehydrogenase; purified LDHA, NADH/diaphorase-resazurin fluorescence; stronger effect = lower value; activity change, % (values are at about 110 or 230 µM); 480,000 compounds, 0.15% hits; in the data active means activity change below about -30%; inconclusive means mostly about -25% to -30%;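 further: plate controls were DMSO wells for no effect and wells without enzyme for full effect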
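Remaining NADH was detected by diaphorase (0.133 mg/mL) converting 37 µM resazurin to fluorescent resorufin, read at 0 and 20 minutes. The preceding 5-minute room-temperature reaction used 2 nM LDHA, 0.2 mM sodium pyruvate and 0.06 mM NADH at pH 7.4.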
12-LOX inh = Primary qHTS assay for inhibitors of human arachidonate 12S-lipoxygenase (ALOX12): Round 2; Polyunsaturated fatty acid lipoxygenase ALOX12 (Homo sapiens), P18054; purified 12hLO, xylenol orange hydroperoxide absorbance; Potency, µM (top dose mostly 108 µM), without a hit: top-dose activity change, negative = inhibition, most hits filed as inhibitors; 580,000 compounds, 1.1% hits; further: potency means the concentration at half of the fitted maximal effect; on the % scale 0 is the no-effect control and ±100 the full control effect
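Purified human 12hLO (150 nM final) in 25 mM Hepes, 0.01% Triton X-100, pH 7.0 was preincubated 15 min at room temperature with compound. Then 40 uM arachidonic acid was added, 30 min. Hydroperoxide was read by Fe-XO absorbance ratio 573/405 nm.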
POLK inh = qHTS for Inhibitors of Polymerase Kappa; DNA polymerase kappa (Homo sapiens), Q9UBT6; purified Pol kappa, fluorescent DNA synthesis assay, 10 min; Potency, µM (highest dose often 107 µM), for the others: at the highest dose activity, negative = inhibition, actives largely listed as inhibitors; 400,000 compounds, 0.53% hits; AID 588579, 2011; further: potency means the concentration at half of the fitted maximal effect; on the % scale 0 is the no-effect control and ±100 the full control effect
Target sequence (Q9UBT6 whole entry, looked up): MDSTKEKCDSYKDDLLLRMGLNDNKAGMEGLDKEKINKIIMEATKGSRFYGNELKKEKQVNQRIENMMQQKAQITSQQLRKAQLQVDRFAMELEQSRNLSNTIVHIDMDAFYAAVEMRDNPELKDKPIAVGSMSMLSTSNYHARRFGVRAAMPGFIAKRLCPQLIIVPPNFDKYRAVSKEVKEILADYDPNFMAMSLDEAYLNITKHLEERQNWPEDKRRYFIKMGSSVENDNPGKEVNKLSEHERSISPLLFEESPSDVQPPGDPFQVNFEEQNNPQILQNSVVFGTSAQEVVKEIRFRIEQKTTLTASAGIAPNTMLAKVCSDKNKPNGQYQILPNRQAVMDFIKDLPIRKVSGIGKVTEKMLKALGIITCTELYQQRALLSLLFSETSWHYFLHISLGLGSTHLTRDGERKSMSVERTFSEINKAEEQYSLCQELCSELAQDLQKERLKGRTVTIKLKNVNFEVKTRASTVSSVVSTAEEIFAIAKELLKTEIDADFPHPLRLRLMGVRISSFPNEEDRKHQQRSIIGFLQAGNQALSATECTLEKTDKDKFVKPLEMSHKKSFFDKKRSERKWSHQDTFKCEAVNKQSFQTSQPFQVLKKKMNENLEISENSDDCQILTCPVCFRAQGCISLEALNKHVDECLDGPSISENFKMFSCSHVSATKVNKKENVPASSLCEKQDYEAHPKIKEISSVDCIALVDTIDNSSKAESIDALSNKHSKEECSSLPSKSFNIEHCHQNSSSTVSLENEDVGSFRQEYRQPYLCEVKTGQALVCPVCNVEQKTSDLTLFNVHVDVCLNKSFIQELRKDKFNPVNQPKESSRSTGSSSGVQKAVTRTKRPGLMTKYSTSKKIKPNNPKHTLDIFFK
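Enzyme at 10 nM met test compounds for 15 min at room temperature. Substrate addition (50 nM final) began the reaction, which was monitored by fluorescence at 0 and 10 min.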
APE1 inh = qHTS Assay for Inhibitors of the Human Apurinic/apyrimidinic Endonuclease 1 (APE1). 350,000 compounds, 0.35% hits. recombinant APE1, TAMRA/BHQ-2 abasic DNA cleavage fluorescence. Potency, µM (series often up to 65.8 µM), without a hit: top-dose activity change, negative = inhibition, usual class: inhibitors. DNA repair nuclease/redox regulator APEX1 (Homo sapiens), P27695;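 further: potency means the concentration at half of the fitted maximal effect; plate controls were vehicle for no effect and reference inhibitor for full effect; nearly all actives have a fitted effect of over 55% in size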
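Measures dequenching upon AP-site incision of a 5'-TAMRA/3'-BHQ-2 THF-containing duplex, 50 nM; human APE1 0.75 nM after 15 min room-temperature exposure to compound; kinetic three-point read at one-minute spacing.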
ERG Ets-DNA blk = qHTS for Small Molecule Inhibitors of the ERG Ets/DNA interaction; Transcriptional regulator ERG (Homo sapiens), P11308; fluorescence polarization, His-ERG Ets domain / labelled DNA; Potency, µM (top dose mostly 76.9 µM), for inactives: top-dose FP activity, negative = inhibition, most hits filed as inhibitors; 370,000 compounds, 0.028% hits; active means well fitted inhibition curve with a large enough effect in the polarisation, with a control signal flat; inconclusive means small, poorly fitted or top-dose-only effect, or effect the other way, or a change in a side signal; inactive means no such curve, though single readings can be large or run the other way; the % refers to the polarisation;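 further: polarization taken with two DNA probes labelled with fluorescein and Texas red; potency means the concentration at half of the fitted maximal effect; % of control where 0% means no effect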
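His-tagged ERG Ets domain (1 uM in the protein solution; 300mM KCl, 50mM Tris-HCl, 1mM EDTA, 1mM DTT, pH 7.5) received compound, then a probe mix of 5 nM fluorescein-DNA and 100nM Texas-615-DNA. Fluorescence polarization was read for both dyes.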
* = called active by the depositor; ? = inconclusive; · = no result given; & = joins results of further samples; [ ] = remark or other dose. Unless noted, the call rests on the fitted dose curve; in most records, active means well fitted curve in the direction sought with a large enough effect; inconclusive means small, poorly fitted or top-dose-only effect, or another doubt; inactive means no such curve, though single readings can be large; an effect the other way counts as inactive or inconclusive. An excerpt, so the mix of outcomes need not match the whole.

SMILES | POLB inh | Anesthetic bind | POLH inh | RGS4 inhibitor | LDHA block | 12-LOX inh | POLK inh | APE1 inh | ERG Ets-DNA blk
Cc1ccc(S(=O)(=O)CCC(=O)OCC(=O)N(C)CC(=O)Nc2ccc(F)cc2)cc1 | · | · | -18.5% | -15.0% | -8.3 | -11.0% | -5.5% | -4.6% | 1.9%
O=C(c1ccc(-n2cccc2)cc1)N1CCCCC1 | 6.2% | -5.2% | -12.6% | 14.5% | -7.2 | -2.6% | 3.1% | 3.3% | 5.5%
O=C(NNS(=O)(=O)c1ccccc1F)c1ccccc1-n1cccc1 | -3.2% | -14.4% | -2.2% | 5.2% | 1.5 | -0.1% | 10.1% | 20.9% | 1.4%
O=S(=O)(N/N=C/c1c(F)cccc1Cl)c1ccccc1 | 14.5% | -14.4% | -11.6% | -40.4% | -0.1 | 0.0% | -2.1% | 32.7%[activator] | 7.3%
CCn1c(SCC(=O)NCCc2ccc(OC)c(OC)c2)nc2c1c(=O)n(C)c(=O)n2C | 1.9% | -10.6% | -1.2% | 23.0% | -0.2 | 9.0% | -8.4% | 4.7% | -5.0%
CCOC(=O)c1[nH]c(C)c(C(=O)NCc2ccc(OC)cc2)c1C | -13.3% | -9.1% | -21.2% | -5.8% | -0.7 | 17.2%[57.4 µM] | 0.7% | 6.0% | -4.1%
O=C(Cn1nc([N+](=O)[O-])nc1Br)NC(c1ccccc1)c1ccccc1 | 9.8% | -10.6% | -14.5% | 21.9% | 9.6 | -13.8% | -11.9% | -3.9% | 6.0%
Brc1cc2c(cc1Cn1c(-c3cncs3)nc3ccccc31)OCO2 | 2.6% | -4.3% | -12.9% | 37.1% | -3.6 | 149.2%[activator] | -14.1% | -4.8% | -1.9%
CC1CCCCN1C(=O)CSc1nc2c(c(=O)n(C)c(=O)n2C)n1C (centres undefined) | 2.6% | -5.0% | -10.8% | -1.2% | -5.1 | -1.4% | -7.8% | 18.3% | -4.2%
COc1nccnc1NS(=O)(=O)c1ccc(NCc2ccccc2O)cc1 | 18.6% | -4.4% | -17.6% | -23.8% | -3.0 | -7.2% | 5.2% | 37.9% | 11.9%
O=C(CCN1CCOCC1)N1CCCC(Nc2cccc(F)c2)C1 (centres undefined) | 8.9% | -12.7% | -7.8% | -22.5% | 1.2 | 8.6% | 13.4% | 12.1% | 3.4%
CCOC(=O)c1sc2ncn(C(C)C(=O)OCC)c(=O)c2c1C (centres undefined) | 12.0% | -4.9% | -19.3% | -5.6% | 1.7 | -1.8% | 5.9% | 11.3% | 10.5%
O=C(CSc1ncccn1)NCCC1=CCCCC1 | · | · | -2.4% | -6.2% | -0.3 | 1.3% | 2.8% | 60.8% | -2.6%
CCn1c(CC(=O)Nc2cccc(OC)c2)nnc1SCC(=O)Nc1nccs1 | -5.0% | -13.9% | -0.4% | 21.9% | -3.1 | -18.0% | -9.4% | ? | 0.3%
COC(=O)c1cc(NC(=O)CSc2nncn2C)cc(C(=O)OC)c1 | 2.3% | -5.5% | -22.1% | -14.5% | -2.7 | -14.6% | -5.2% | 0.9% | 1.3%
CCCN1CCN(CC(=O)Nc2nncs2)CC1 | 2.4% | -0.1% | -3.0% | -28.5% | -0.1 | -42.5% | -0.3% | 11.8% | 4.0%
COc1ccc(NC(=O)CN(C)CC(=O)Nc2ccc(Cl)c(S(=O)(=O)N(C)C)c2)cc1 | 2.6% | -18.7% | -7.9% | -0.2% | -3.4 | 0.3% | 9.7% | -2.9% | 4.1%
O=C(COc1ccccc1)Nc1ccc(N2CCN(C(=O)c3cccs3)CC2)cc1 | 0.9% | -12.0% | -19.3% | ? | 2.5 | 1.4% | 1.0% | -0.1% | 0.6%
CCC1CN(C(=O)N2CCC(C(=O)NCCc3ccccc3OC)CC2)c2ccccc2O1 (centres undefined) | -0.3% | -9.8% | -10.9% | 20.5%[11.4 µM] | -0.6 | -6.0% | -7.7% | -3.1% | 1.7%
Cc1ccc(CNC(=O)CCNS(=O)(=O)c2ccc(C)cc2)cc1 | 2.4% | -7.9% | 3.8% | -38.4% | -4.5 | -1.6% | 1.0% | 0.1% | -2.0%
Cc1ccccc1Cn1nc(C)c(NC(=O)c2cc(-c3ccc(F)cc3)on2)c1C | -6.2% | -9.4% | -16.7% | 17.5% | -2.6 | -21.6% | -0.7% | · | -5.2%
CCNC(=S)N/N=C/c1c(Cl)cccc1Cl | 24.1% | 3.7% | -18.4% | -13.7% | -2.5 | -21.6% | 1.6% | 1.2% | 9.0%
CC(C)c1ccc(NC(=O)CCC(=O)NCc2ccco2)cc1 | 1.6% | 2.4% | -13.8% | -37.8% | -10.5 | 9.6% | 2.5% | 15.1% | 4.4%
CC(Oc1cccc(Cl)c1)C(=O)N1CCN(c2ncccn2)CC1 (centres undefined) | · | · | -21.0% | -3.0% | -1.6 | 322.7%[activator] | -0.3% | -8.1% | -3.1%
O=C(NCCCn1ccnc1)c1ccc(COc2ccccc2)o1 | · | · | -19.3% | -24.5% | -1.4 | -0.3% | -2.2% | 16.8% | -9.7%
SMILES | POLB inh | Anesthetic bind | POLH inh | RGS4 inhibitor | LDHA block | 12-LOX inh | POLK inh | APE1 inh | ERG Ets-DNA blk
COc1ccc(Cn2c(O)c(C=Nc3ccc(C)cc3)c3ccccc3c2=O)cc1 | 38.4% | -4.9% | -3.5% | -13.9% | -5.0 | -16.9% | -17.7% | 13.7% | 6.6%
COc1ccc(NCc2cc3cc4c(cc3n(CC(=O)Nc3ccc(C)c(C)c3)c2=O)OCO4)cc1 | 52.3% | -10.5% | -4.4% | 11.8% | 2.7 | 8.3% | -6.3% | · | 2.6%
O=C(COCc1cc(-c2ccc3c(c2)OCO3)on1)N1CCN(c2cccc(Cl)c2)CC1 | -6.1%&-17.5% | -7.1%&-8.9% | 3.3%&-0.3% | 30.5%[11.4 µM] | -4.0&-0.8 | -5.4%&0.3% | -8.6%&-15.3% | -2.0% | -1.2%&3.8%
CCOCCCNC(=O)C(Cc1ccccc1)NS(=O)(=O)c1cccc2nsnc12 (centres undefined) | 6.8% | -6.1% | -12.4% | 5.7% | -3.6 | 14.8% | -4.8% | -4.9% | 2.9%
COc1ccc(C)cc1S(=O)(=O)n1cnc(C)c1 | 10.3% | -12.5% | -14.5% | 9.0% | -0.1 | 0.0% | 2.0% | 24.1% | 9.7%
CNC(=O)[C@]1(C(F)(F)F)C[C@H](CCc2ccccc2)CCCO1 | · | -18.4% | · | -12.2% | · | · | -12.8% | -4.5% | ·
CCCCCOc1ccc(NC(=O)C(=O)NCC2CCCN2CC)cc1 (centres undefined) | 4.9% | ? | -25.0% | -8.4% | -3.8 | -6.2% | -11.0% | -0.9% | -1.9%
CCOc1ccc(NC(=O)N(Cc2ccc(CC)cc2)Cc2cn[nH]c2-c2ccc(OC)cc2)cc1 | -20.9% | -7.4% | -25.4% | -19.3% | 7.4 | -20.5% | 0.9% | · | 6.3%
O=C(Cn1cnc2c(nnn2Cc2ccc(F)cc2)c1=O)N1CCCCC1 | -1.6% | ? | -8.0% | 20.9% | -7.1 | 21.9% | -7.3% | -1.4% | -9.5%
CCCn1nc(C(=O)NNC(=O)c2cccc(C)c2)c2ccccc2c1=O | · | · | -17.1% | 4.9% | -1.1 | 3.2% | -2.9% | 3.5% | 6.0%
Cc1ccc(OCC(=O)Nc2ccc([N+](=O)[O-])cc2)cc1 | 14.8% | -5.5% | -8.3% | 16.2% | -13.3 | -22.1% | -3.8% | 3.7% | -11.9%
CCC1CCCCN1CCCNC(=O)CSc1nc2nc(C)c(Cc3ccccc3)c(C)n2n1 (centres undefined) | 53.8% | 7.5% | 2.2% | 19.8% | -8.9 | 3.9% | 2.3% | -13.2% | -12.6%
O=C(CCCn1c(=S)[nH]c2cc3c(cc2c1=O)OCO3)N1CCN(c2ccccc2F)CC1 | 0.2% | 2.9% | -3.9% | -22.7% | 3.8 | -2.7% | -17.3% | 0.7% | 0.5%
CCC(CC)C(=O)NCCN1CCN(C(=O)C(CC)CC)CC1 | 24.2% | -9.2% | 4.3% | 15.6% | 1.3 | 0.0% | -14.3% | -0.6% | 3.9%
CCN(CC)CCCNC(=O)c1c2c(nc3ccccc13)C(=O)N(C1CCCCC1)C2 | 30.9% | -6.6% | -15.7% | 3.4% | -7.7 | -0.7% | -17.7% | · | 1.2%
COc1cc(SC)ccc1C(=O)NCCc1ccccc1 | 18.8% | -6.9% | -16.3% | -4.3% | -1.9 | -9.1% | -11.9% | -1.6% | 16.5%
O=C(CSCc1c(F)cccc1Cl)NCCSCc1ccco1 | 25.1µM* | -21.0% | 1.4% | -10.9% | -5.3 | -8.8% | -25.2% | -9.3% | -2.5%
